High-throughput results: PubChem, several laboratories
RmlCD inh 1536: M. tuberculosis RmlC/RmlD inhibition; RmlC+RmlD coupled enzyme assay, percent inhibition; primary screen in compound mixtures; inhibition, % at 3.6 µM; 160,000 tested, 0.03% active; in the data active = inhibition mostly above about 34%, no sharp cut-off; also: some results filed as inactive read as strong as hits
Target sequence (P9WH09 whole entry, looked up): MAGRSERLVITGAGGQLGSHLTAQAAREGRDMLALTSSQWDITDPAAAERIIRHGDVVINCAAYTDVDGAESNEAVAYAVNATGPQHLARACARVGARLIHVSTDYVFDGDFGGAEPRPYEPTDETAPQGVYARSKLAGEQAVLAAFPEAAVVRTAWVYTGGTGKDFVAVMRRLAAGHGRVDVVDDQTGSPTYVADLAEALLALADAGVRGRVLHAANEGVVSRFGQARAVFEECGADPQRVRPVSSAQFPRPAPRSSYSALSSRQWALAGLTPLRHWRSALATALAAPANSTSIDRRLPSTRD
Target sequence (P9WH11 whole entry, looked up): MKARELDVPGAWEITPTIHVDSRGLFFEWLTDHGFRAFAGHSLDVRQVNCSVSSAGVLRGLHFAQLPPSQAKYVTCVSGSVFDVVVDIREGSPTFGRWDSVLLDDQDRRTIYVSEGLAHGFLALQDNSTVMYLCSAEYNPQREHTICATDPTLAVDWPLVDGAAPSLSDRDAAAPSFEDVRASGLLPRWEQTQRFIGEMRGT
GlmU inhibition: inhibition of mycobacterial GlmU enzyme – biochemical, glucosamine-1-phosphate acetyltransferase (AID 1376) | M. tuberculosis GlmU acetyltransferase enzyme assay; higher % means a stronger effect | 220,000 tested, 0.25% active | one-dose inhibition, %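 (tested at 30 µM in the primary screen)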; IC50 in µM for titrated hits; in the data active = inhibition above about 13%;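 also: 0% = complete reaction with vehicle and 100% = reaction without substrate; strong numbers were not always called active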
Numbers without * were called inactive; · = no result given. This is a subset, so the mix of outcomes need not match the whole.

Sample of the layout:
#	SMILES	RmlCD inh 1536	GlmU inhibition
1	O=C(CCCN1C(=O)/C(=C/c2cccs2)SC1=S)NNC(=O)c1ccc(F)cc1	-6	-4.9%
2	O=c1[nH]c(SCc2ccccc2)nc2[nH]ncc12	·	-4.4%
3	COn1c(=S)[nH]c2ccccc2c1=O	8	0.4%
4	COC(=O)c1cc(OC)nc(OC)c1	6	-1.5%

Results, repeating the preview:
#	SMILES	RmlCD inh 1536	GlmU inhibition
1	O=C(CCCN1C(=O)/C(=C/c2cccs2)SC1=S)NNC(=O)c1ccc(F)cc1	-6	-4.9%
2	O=c1[nH]c(SCc2ccccc2)nc2[nH]ncc12	·	-4.4%
3	COn1c(=S)[nH]c2ccccc2c1=O	8	0.4%
4	COC(=O)c1cc(OC)nc(OC)c1	6	-1.5%
5	O=C(C[n+]1ccc(-c2nnc3n2CCC3)cc1)c1ccc(Cl)cc1	·	-8.8%
6	Cn1cnnc1SCCNS(=O)(=O)c1ccccc1	-9	0.4%
7	COc1ccc(S(=O)(=O)Nc2ccccc2)cc1OC	-3	-1.6%
8	Cc1cccc(CSc2ncccc2C(=O)O)c1	8	-1.3%
9	C=CCSc1nc2c(c(=O)[nH]c(=O)n2C)n1C(C)C	·	-2.1%
10	COc1ccc(S(=O)(=O)NCC(=O)O)cc1C(=O)NC1CCCCC1	-10	6.7%
11	CCOc1ccc2nc(COC(=O)c3cccc([N+](=O)[O-])c3)c(C(C)=O)[n+]([O-])c2c1	7	0.7%
12	COc1ccccc1C1N(c2cc(Cl)ccc2OC)C(=O)C2CCCN21 (stereo unspecified)	-10	-3.9%
13	O=C1NC(=O)C(=Cc2ccc(-c3ccccc3[N+](=O)[O-])o2)C(=O)N1	11	-3.0%
14	O=c1cc(-c2ccccc2Cl)oc2c(NS(=O)(=O)c3cccc4nsnc34)ccc(O)c12	4	7.5%
15	Cc1cccc(NC(=O)c2nc[nH]c2C(=O)N[C@@H](C)C(=O)OC(C)(C)C)c1	-4	1.4%
16	Cc1ccnc2c(N3C(=O)C4C5C=CC(C5)C4(C)C3=O)cccc12 (stereo unspecified)	-4	-2.9%
17	Cc1cc2ncn(CC3CC3(Cl)Cl)c2cc1C (stereo unspecified)	8	2.9%
18	COc1ccccc1NC(=O)N1CCN(Cc2ccc3c(c2)OCO3)CC1	·	3.1%
19	CCOc1ccc(NC(=S)NCc2cccnc2)cc1	·	2.5%
20	COc1ccc(N2CCN(Cc3nc(N)nc(Nc4ccccc4OC)n3)CC2)cc1	-7	-0.4%

Retrieved by structure from the entries so far:
#	SMILES	RmlCD inh 1536	GlmU inhibition
8	Cc1cccc(CSc2ncccc2C(=O)O)c1	8	-1.3%
15	Cc1cccc(NC(=O)c2nc[nH]c2C(=O)N[C@@H](C)C(=O)OC(C)(C)C)c1	-4	1.4%

Continuation.
#	SMILES	RmlCD inh 1536	GlmU inhibition
21	COC(=O)C1=C(C)N(c2cccc(C(C)=O)c2)C(=O)C1	7	-2.2%
22	CSc1nc(=O)n2cc(C)ccc2n1	·	-0.4%
23	C/C(=N\NC(=O)c1cccc(S(=O)(=O)Nc2cccc(Cl)c2)c1)c1cccs1	11	1.4%
24	C=CCSc1cc(C)nc2c(-c3ccccc3)c(C)nn12	-6	1.9%
25	O=[N+]([O-])c1ccc(-c2nn(-c3ccccc3)cc2/C=N/n2c(-c3cccs3)n[nH]c2=S)cc1	5	-3.2%
26	O=C(Nc1ccc2[nH]c(=O)[nH]c2c1)C(F)(F)F	3	-4.5%
27	Cc1cccc(NC(=O)CSc2nnc(CCC(=O)Nc3ccc(C)c(Cl)c3)n2C)c1	-8	3.8%
28	O=C(c1ccc(N2CCCCCC2)c([N+](=O)[O-])c1)N1CCC2(CC1)OCCO2	-12	-0.8%
29	CC(=O)[C@]1(O)Cc2c(O)c3c(c(O)c2[C@@H](O[C@H]2C[C@H](N)[C@H](O)[C@H](C)O2)C1)C(=O)c1ccccc1C3=O	·	-2.9%
30	Cn1nc(-c2ccc(Cl)cc2)c2cc(C(=O)N3CCN(C(=O)c4ccco4)CC3)sc21	3	2.9%
31	C/C(=N\NC=O)c1ccncc1	·	-5.3%
32	Cc1cc(NC(=O)c2ccc(S(=O)(=O)N(C)C)cc2)n(-c2ccccn2)n1	27	0.9%
33	Cc1ccc(C)c(N(CC(=O)N(C)C)S(C)(=O)=O)c1	·	-3.5%
34	CC(C)(C)NC(=O)C(c1ccncc1)N(C(=O)Cn1nnc(-c2ccc(F)cc2)n1)c1ccccc1F (stereo unspecified)	-6	5.9%
35	C=CCn1c(NCCOC)nc2c1c(=O)n(C)c(=O)n2C	·	0.5%
36	Cc1[nH]c2ccccc2c1/C=C(\C#N)C(=O)NC(C)c1ccccc1 (stereo unspecified)	-7	·
37	CC(=O)OCCN(C)c1cc(SC(C)C)c2nonc2c1[N+](=O)[O-]	14	-6.9%
38	COc1ccccc1C/C(N)=N/OC(=O)c1cccc([N+](=O)[O-])c1	1	-7.1%
39	O=C(NCC1CCCO1)c1cc(-c2ccc(Cl)cc2Cl)on1 (stereo unspecified)	20	2.0%
40	CCOC(=O)C1=c2s/c(=C\c3ccncc3)c(=O)n2C(N)=C(C(=O)OC)C1c1ccncc1 (stereo unspecified)	12	1.4%

The list goes on, starting with the last three of the part before.
#	SMILES	RmlCD inh 1536	GlmU inhibition
38	COc1ccccc1C/C(N)=N/OC(=O)c1cccc([N+](=O)[O-])c1	1	-7.1%
39	O=C(NCC1CCCO1)c1cc(-c2ccc(Cl)cc2Cl)on1 (stereo unspecified)	20	2.0%
40	CCOC(=O)C1=c2s/c(=C\c3ccncc3)c(=O)n2C(N)=C(C(=O)OC)C1c1ccncc1 (stereo unspecified)	12	1.4%
41	CCC(C)NC(=O)Cc1ccc(-c2ccccc2)cc1 (stereo unspecified)	0	3.8%
42	S=C(c1ccc2c(c1)OCO2)N1CCOCC1	7	-1.8%
43	O=C(Nc1ccccc1C(=O)N/N=C/c1ccncc1)c1ccccc1	-13	-5.4%
44	CC1CCN(c2c(NCc3ccc(C(=O)N4CCc5ccccc54)cc3)c(=O)c2=O)CC1	-5	2.3%
45	Cn1c(CN2CCOCC2)nnc1SCC(N)=O	-6	-2.3%
46	O=C(CSc1ncnc2scc(-c3ccccc3)c12)N1CCN(Cc2ccc3c(c2)OCO3)CC1	-9	7.7%
47	CCN(c1ccccc1)S(=O)(=O)c1ccc(Cl)c(NC(=O)COC(=O)C2CC2C)c1 (stereo unspecified)	-42	0.3%
48	COC(=O)CCC/C=C1/SCC(NC(=O)c2ccccc2)C1O (stereo unspecified)	-5	3.3%
49	Cc1ccc2nsnc2c1S(=O)(=O)NCc1ccncc1	·	1.2%
50	COC(=O)COc1ccc(S(=O)(=O)Nc2ccccc2SC)cc1	·	-2.9%
51	O=C(CSc1nnc(Nc2ccccc2)s1)NCc1cccs1	14	-0.1%
52	CN1CCN(C(=O)COc2ccc(N(C)S(=O)(=O)c3ccc(F)cc3)cc2)CC1	2	-5.2%
53	O=Cc1cn(Cc2ccccc2)nc1-c1cccnc1	-12	11%
54	CCOC(=O)Nc1cc(=O)c2ccccc2o1	-20	-1.2%
55	O=C(NCCCN1CCOCC1)c1onc(CSc2ccncc2)c1C(=O)NCCCN1CCOCC1	·	2.4%
56	C/C(=N/O)c1ccc(N2C(=O)C3C4C=CC(C3C2=O)C2C3C(=O)N(c5ccc(/C(C)=N/O)cc5)C(=O)C3C42)cc1 (stereo unspecified)	·	7.2%
57	CCOC(=O)c1nnn(-c2nonc2-n2cccc2)c1CCl	·	-1.1%
58	COc1ccc(CCC(=O)OCC(=O)Nc2ccccc2OC(F)F)cc1OC	8	-2.7%
59	c1ccc(CNc2nc(-c3cccnc3)cs2)cc1	1	-8.2%
60	CCOc1ccc(NC(=O)CN2CCN(CC(=O)Nc3ccc(F)cc3)CC2)cc1	-16	0.1%

The results go on.
#	SMILES	RmlCD inh 1536	GlmU inhibition
61	CCC1CCCCN1C(=O)N[C@@H](Cc1ccccc1)C(=O)O (stereo partly specified)	·	0.0%
62	CCOC(=O)c1ccc(Oc2cc(C)nc(Cl)n2)cc1	4	7.6%
63	O=[N+]([O-])c1cc(-c2cnc3ccccc3n2)ccc1Cl	·	-1.9%
64	CC(=O)c1c(C)[nH]c(C(=O)COc2cc(C)ccc2C(C)C)c1C	·	-0.7%
65	CCn1c(=O)n(CC)c2cc(S(=O)(=O)NCCOc3ccccc3)c(C)cc21	·	-0.4%
66	Cc1ccc(S(=O)(=O)NCCCCC(NC(=O)OC(C)(C)C)C(=O)O)cc1 (stereo unspecified) (tested in a mixture with another compound)	6	-3.3%
67	[O-][n+]1c2c(nc3c1-c1ccccc1C3O)CCCC2 (stereo unspecified)	5	10%
68	Cc1ccc(N2C(=O)C(CC(=O)Nc3cccc(F)c3)N(CCc3ccncc3)C2=O)cc1 (stereo unspecified)	-10	5.1%
69	NC(=O)c1ccc(/C=N/O)nc1	4	-2.1%
70	O=C(NCCCn1ccnc1)/C(=C\c1ccco1)NC(=O)c1ccco1	-7	-2.4%
71	O=C(NNC(=S)Nc1ccc(Br)cc1Cl)c1ccncc1	17	-0.4%
72	CC1=CC(=C(C#N)C#N)C=C(C)N1Cc1ccc(Cl)cc1	-6	-2.5%
73	CCOc1c(Cl)cc(Cl)cc1CNCCNCCO	·	0.6%
74	CCOC(=O)N1CCN(C(=O)c2ccc(NC(=O)CC)cc2)CC1	·	-1.6%
75	O=C(Nc1ccccc1C(=O)NCC1CCCO1)c1ccco1 (stereo unspecified)	·	-3.0%
76	COCCCNC(=O)CCCCCNS(=O)(=O)c1ccc(Br)cc1	-9	-0.6%
77	CCCCOc1ccccc1NC(=O)c1scc2c1OCCO2	-6	1.2%
78	O=C(Nc1ccc(Br)cn1)C1CCCN1S(=O)(=O)c1ccccc1 (stereo unspecified)	·	1.0%
79	Cc1cc[n+](-c2nc3ccccc3nc2[N-]S(=O)(=O)c2cccs2)cc1C	5	-2.1%
80	CCOC(=O)C1CCCN(C(=O)c2ccc(OC(C)=O)cc2)C1 (stereo unspecified)	2	-0.8%

Further results follow:
#	SMILES	RmlCD inh 1536	GlmU inhibition
81	COc1ccc(C(=O)N2CCN(C(=O)Cc3ccccc3)CC2)cc1	·	-3.8%
82	CC1=C(C(=O)OC(C)C)C(c2cccc(F)c2)N2C(=O)C(C)SC2=N1 (stereo unspecified)	·	0.6%
83	COc1ccc(-n2cnnc2SCc2cnc(-c3ccccc3)s2)cc1	26	·
84	COc1ccc(Cl)cc1C(=O)Nc1ccc(NC(=O)C(C)C)cc1	8	-1.9%
85	Cc1ccc(S(=O)(=O)N(C)C)cc1NC(=O)c1cc(=O)[nH]c2ccccc12	·	-5.9%
86	NC(=O)c1ccc(NC(=O)COC(=O)CCC(=O)c2ccc(Cl)cc2)cc1	5	-0.6%
87	CCN(CC)c1ccc(/C=c2/sc3nnc(-c4ccccc4C)n3c2=O)cc1	12	3.1%
88	CCN1CCc2c(C#N)c(N3CCCCC3)nc(N3CCOCC3)c2C1	5	-0.8%
89	C=CCc1cccc(OC)c1OCCOCCn1ccnc1	·	-0.8%
90	Cc1cccc(N2C(=O)SC(N(C)c3ccccc3)C2=O)c1 (stereo unspecified)	·	-1.7%
91	CCCCn1nc(C(=O)Nc2ccc(S(=O)(=O)Nc3ncccn3)cc2)c2ccccc2c1=O	-8	6.7%
92	Cc1c(/C=C/C(=O)c2ccccc2O)cnn1C	-4	1.5%
93	O=C(NCc1ccccc1Cl)NC(=O)c1ccccc1	-5	-5.5%
94	CCC(Sc1nc2cc(OC)c(OC)cc2c(=O)n1Cc1ccco1)C(=O)NCCOC (stereo unspecified)	3	1.1%
95	CCOC(=O)C1CCCN(Cc2ccc(OC)cc2OC)C1 (stereo unspecified)	·	4.5%
96	CCCc1cc2c(-c3ccccc3)cc(=O)oc2cc1OCc1ccc(C(=O)O)o1	·	0.1%
97	CCc1cccc(C)c1NC(=S)NCc1ccc2c(c1)cc(C)n2C	·	-1.6%
98	COc1cc([N+](=O)[O-])ccc1-c1ccc(/C=N/NC(=O)c2ccccc2O)o1	4	0.9%
99	O=C(O)c1nccnc1C(=O)Nc1ccccc1-c1ccccc1	13	-6.6%
100	COc1ccc(OC)c(NC(=O)CSCC(=O)O)c1	·	-4.3%

The list continues.
#	SMILES	RmlCD inh 1536	GlmU inhibition
101	COC(=O)CCC(=O)OC1(C)C(=O)C2=CN(C(CO)CO)C(c3ccc(OC)cc3)=CC2=C(Br)C1=O (stereo unspecified)	-10	4.2%
102	O=C1c2ccccc2C(=O)N1CCCCN(C(=O)c1ccco1)c1ccc(Cl)cc1	14	6.6%
103	CCOC(=O)CNC(=O)c1ccc2[nH]c3ccccc3c2c1	9	-2.9%
104	CC(=O)NC1C(=O)N=C(SCC(=O)NC2CCCCC2)NC1=O (stereo unspecified)	·	3.6%
105	CCOc1ccc2nc(NC(=O)c3cnc(C)cn3)sc2c1	·	-7.0%
106	CCOC(=O)c1cn[nH]c1N	·	-2.4%
107	CC(C(=O)Nc1ccc(Cl)cc1)c1ncc(C(F)(F)F)cc1Cl (stereo unspecified)	-12	-3.9%
108	CCOC(=O)c1cn(-c2ccc([N+](=O)[O-])cc2)c2cc(Cl)c([N+](=O)[O-])cc2c1=O	4	0.6%
109	Cc1ccccc1CNS(=O)(=O)c1ccccc1[N+](=O)[O-]	8	1.8%
110	Nc1ccc(-c2n[nH]c(=O)c3ccccc23)cc1N	-4	11%
111	COc1ccc(CCNC(=O)c2ccc3c(c2)NC(=O)C(N2CCOCC2)S3)cc1OC (stereo unspecified)	·	1.3%
112	CCC(CC)NC(=O)c1cc([N+](=O)[O-])ccc1N1CCOCC1	11	5.1%
113	COc1cccc(C2=NOC(C(=O)Nc3ccc(C(C)=O)cc3)C2)c1 (stereo unspecified)	·	0.0%
114	Cn1cc([N+](=O)[O-])c(C(=O)NCc2ccccc2)n1	-11	6.3%
115	Cc1[nH]nc2c1/C(=N\O)CC(C)(C)C2	0	3.8%
116	CSc1nc(N)nc(C(C)C)n1	-7	-4.1%
